NOD2-RIPK2 inh: NOD2-RIPK2 protein interaction inhibition; O43353; CHO BLA complementation NOD2-RIPK2, CCF4 ratio; inhibition, % at 4.98 µM; 360,000 tested, 0.38% active; AID 624267; in the data active = inhibition above about 21%;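 also: 0% = vehicle only and 100% = reference blocker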
MC4R ag barr: human MC4R agonism via beta-arrestin; P32245; U2OS MC4R beta-arrestin complementation, luminescence; percent of melanotan II response, DMSO zero; activation, % at 8.9 µM; 360,000 tested, 0.98% active; AID 540308;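 active = activation above a per-plate cutoff, the mean activation of sample wells on that plate plus 3 SD, cut at about 8% in these data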
TLR9-MyD88 inh: TLR9-MyD88 interaction inhibition | Q9NR96+Q99836 | CHO BLA complementation TLR9-MyD88, CCF4 FRET ratio | inhibition, % at 4.98 µM | 340,000 tested, 0.21% active | AID 504734;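 active = inhibition above the mean over all tested compounds plus 3 SD, cut at about 21% in these data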;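 also: 0% = DMSO only wells and 100% = clavulanate BLA inhibitor control wells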
aDG glyco up: alpha-DG glycosylation activation; Pro5-aDG cells, alpha-DG glycosylation AlphaScreen (IIH6); 0% Pro5, 100% B10-LARGE cell signal; activation, % at 10 µM; 360,000 tested, 0.22% active;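 active = activation of at least 8% versus controls, or a plate z-score of at least 8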;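 also: Pro5 are CHO cells carrying HIG-tagged alpha-DG that lacks glycosylation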
Glyco luc inh: N-linked glycosylation inhibition | D54 ERlucT glycosylation luciferase reporter, 24 h; percent of 100 nM tunicamycin response | reporter increase, % at 12.5 µM | 360,000 tested, 0.23% active | AID 588692;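 active = mean luciferase reporter signal, scaled so untreated is 0 and the glycosylation-blocking control 100, at or above a set limit in every replicate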;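 also: luciferase carries N-glycosylation sites so blocking glycosylation raises the light; 0% = median of neutral control wells and 100% = median of 100 nM tunicamycin wells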
ABCB6 inh 2: human ABCB6 transporter inhibition | Q9NP58 | K562-ABCB6 porphyrin accumulation, flow cytometry, 1 h; stronger effect = lower value | fluorescence ratio to DMSO, % at 10 µM | 360,000 tested, 0.19% active | AID 602162;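 active = fluorescence ratio to DMSO below 75%, the collection mean minus 3 SD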;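 also: signal is porphyrin accumulated inside mitochondria; 100% equals median channel fluorescence of DMSO control wells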
ABHD5 PLIN5 PPI: blocks binding of human ABHD5 to perilipin-5. AID 602281. Split G. princeps luciferase complementation, luminescence, 4 h. inhibition, % at 4 µM. 360,000 tested, 0.78% active;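 active = inhibition above the mean inhibition across every tested compound plus 3 SD, cut at about 22% in these data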;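 also: 0% = DMSO only wells and the 100% control is not disclosed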
Exocytosis inh: blocks lytic granule exocytosis; TALL-104 LAMP-1 surface exposure, flow cytometry; cells stimulated with thapsigargin and PMA; inhibition, % at 10 µM; 360,000 tested, 0.66% active; AID 651702;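 active = inhibition above about 55%, limit read from the data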
Vif inh: blocks HIV Vif function. HEK293T cells, Vif self-association by quenched fluorescence, imaging, 24 h. inhibition, % at 7.49 µM. 340,000 tested, 0.35% active; in the data active = inhibition above about 50%, passing the limit was not always enough; also: some results filed as inactive read as strong as hits
MC4R antagonist: blocks human MC4R cAMP signaling; inhibition, % at 6.5 µM; AID 540295; MC4R-expressing cells, MTII-stimulated cAMP, LANCE TR-FRET; P32245; 360,000 tested, 0.48% active;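 active = inhibition above its plate's cutoff, the mean of tested wells on that plate plus 3 SD, cut at about 29% in these data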;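 also: 0% = Melanotan II alone and 100% = Melanotan II plus saturating MCL0020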
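System: U2OS cells stably expressing human melanocortin 4 receptor (MC4R). Reagent: Melanotan II challenge after compound preincubation. Doses: 6.5 µM. Times: 30-min compound, 1-h challenge, 1-h detection, room temperature. Measured by: TR-FRET with Eu-cAMP and labeled anti-cAMP, 671 nm. Replicates: singlicate.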
An asterisk follows results filed as active; i = inactive; · = no result given. Not all compounds are listed (hit frequency here may not be typical).

SMILES	Vif inh	NOD2-RIPK2 inh	aDG glyco up	Glyco luc inh	ABCB6 inh 2	MC4R antagonist	MC4R ag barr	TLR9-MyD88 inh	ABHD5 PLIN5 PPI	Exocytosis inh
COc1ccc(CNC(=S)Nc2cccc(Cl)c2)cc1	53*	0	-0.1	-1	93	0	3.0	·	3	-1
OCCNc1nc(Nc2ccccc2C(F)(F)F)nc(N2CCCC2)n1	i	-5	0.1	5	106	-5	0.4	12	-3	4
CC1Cc2ccccc2N1C(=S)NC(=O)c1ccco1 (configuration not stated)	-3	6	-0.1	0	96	15	-3.1	2	-9	0
CC1CCN(c2ccc(C(=O)Nc3nnc(C4CC4)s3)cc2[N+](=O)[O-])CC1	2	-10	-0.4	-1	98	6	-0.5	5	4	-9
CC(=O)N1CCOc2ccc(S(=O)(=O)N3CCC(C(=O)NCc4ccccc4)CC3)cc21	-2	6	-0.2	-3	101	21	-2.6	-10	-11	24
COC(=O)CN(c1nc(C)cc(OC)n1)S(=O)(=O)c1ccccc1	6	3	0.4	0	95	-2	-2.3	-9	2	2
O=c1[nH]cccc1-c1nc2ccccc2n1Cc1cccc(Cl)c1	-2	-2	0.0	-1	96	9	-0.4	9	8	7
Cc1ccc(-c2cc(C(=O)N/N=C/c3ccccc3)n[nH]2)o1	-9	2	0.1	1	91	0	-0.3	-1	-6	-9
OCc1ncccc1O	-4	10	0.0	1	96	12	-2.9	6	-11	-1
COc1ccc(NC(=O)c2cc(Cl)ccc2Cl)c([N+](=O)[O-])c1	11	-2	-0.2	-2	104	15	-1.2	-4	5	3
Cc1cc(SCC(=O)Nc2ccccc2)nc(C)n1	-4	-4	1.0	1	91	21	-1.4	-5	1	1
COc1cc(NC(=O)c2sc3nc(C)nc(N4CCOCC4)c3c2C)cc(OC)c1OC	-8	-8	-0.1	2	101	-20	-3.0	-9	-1	4
CC(=O)NC1(C(F)(F)F)NC(=O)N(CC(C)C)C1=O (configuration not stated)	4	-14	-0.2	0	95	10	-1.4	-4	-1	1
N/C(=N\OC(=O)c1cccc(Br)c1)c1ccc(Br)cc1	23	4	0.0	2	96	0	0.7	-7	-6	1
Cc1ccc(-c2nc(NC(=O)CSc3ccc4ccccc4n3)ns2)cc1	0	-7	-0.2	0	97	12	2.0	1	-7	-4
Cc1ccc(C2CC2c2n[nH]c(=S)n2-c2cccc(C)c2)cc1 (configuration not stated)	6	-9	0.2	3	101	5	3.3	0	-19	0
CN(C)CCCNc1c2c(nc3ccccc13)CCC2	-2	13	-0.1	30*	99	10	0.8	9	6	-8
Cn1c(=O)[nH]c(=O)c2c1ncn2CCCc1ccccc1	·	2	0.0	1	186	3	-1.3	0	0	9
O=C(Nc1cccc(F)c1)/C(=C\c1cccnc1)NC(=O)c1ccco1	5	-16	0.0	0	91	14	-2.5	-1	-1	1
Cc1ccccc1NS(=O)(=O)c1cc(C(=O)NCCC2=CCCCC2)ccc1Cl	-7	4	0.1	-6	94	10	-2.5	-3	-4	0
N#C/C(=C\c1cccc([N+](=O)[O-])c1)c1nnc2n1CCCCC2	2	-11	0.3	-3	95	5	-0.7	2	5	4
C[C@@H]1CN([C@H](C)CO)C(=O)CCCn2nncc2CO[C@H]1CN(C)Cc1ccccc1	-2	7	0.1	1	102	2	-0.8	-3	-1	2
COc1ccccc1-c1nnc(NC(=O)c2ccc3ncsc3c2)o1	-8	3	0.5	-1	101	-2	-1.1	-3	-2	9
Cc1cccc(-n2cnc(C(=O)Nc3cccnc3)c2)n1	26	-6	-0.2	1	102	3	-0.1	-13	-3	-2
C/C(=C\C(=O)c1ccccc1)Nc1cccc(O)c1	0	-5	0.1	-2	93	10	1.6	-3	9	-3
C/C(=N\NC(=O)Cn1nc(C)cc1C)c1ccc([N+](=O)[O-])cc1	29	2	-0.1	0	100	-6	1.2	6	3	-3
CCOC(=O)C1CCN(C(=O)CCn2c(=O)[nH]c3ccsc3c2=O)CC1	-6	1	0.5	1	102	3	0.4	-5	2	-1
CN(Cc1ccccc1)C(=O)c1ccc(NC(=O)Cc2ccc(NC(=O)C3CCCN(C(=O)C4CCC4)C3)cc2)cc1 (configuration not stated)	-13	-2	0.0	0	103	5	-0.4	6	-1	-2
CCc1cc2c3c(c(=O)oc2cc1O)CCCC3	5	-4	-0.5	-3	92	1	1.3	-1	-10	2
O=C(NC(=S)N1CCN(C/C=C/c2ccccc2)CC1)c1ccc(Cl)nc1	-4	-3	0.6	0	103	14	-0.4	-4	9	3

A few values from above.
CN(Cc1ccccc1)C(=O)c1ccc(NC(=O)Cc2ccc(NC(=O)C3CCCN(C(=O)C4CCC4)C3)cc2)cc1 (configuration not stated) | ABCB6 inh 2: 103
N#C/C(=C\c1cccc([N+](=O)[O-])c1)c1nnc2n1CCCCC2 | ABHD5 PLIN5 PPI: 5
Cc1ccc(-c2cc(C(=O)N/N=C/c3ccccc3)n[nH]2)o1 | Vif inh: -9

Arranged by value in Glyco luc inh (falling): 4 of the compounds above
SMILES	Vif inh	NOD2-RIPK2 inh	aDG glyco up	Glyco luc inh	ABCB6 inh 2	MC4R antagonist	MC4R ag barr	TLR9-MyD88 inh	ABHD5 PLIN5 PPI	Exocytosis inh
CN(C)CCCNc1c2c(nc3ccccc13)CCC2	-2	13	-0.1	30*	99	10	0.8	9	6	-8
Cc1ccc(-c2cc(C(=O)N/N=C/c3ccccc3)n[nH]2)o1	-9	2	0.1	1	91	0	-0.3	-1	-6	-9
COC(=O)CN(c1nc(C)cc(OC)n1)S(=O)(=O)c1ccccc1	6	3	0.4	0	95	-2	-2.3	-9	2	2
O=c1[nH]cccc1-c1nc2ccccc2n1Cc1cccc(Cl)c1	-2	-2	0.0	-1	96	9	-0.4	9	8	7

Returning to the listing, starting 2 compounds before the break.
SMILES	Vif inh	NOD2-RIPK2 inh	aDG glyco up	Glyco luc inh	ABCB6 inh 2	MC4R antagonist	MC4R ag barr	TLR9-MyD88 inh	ABHD5 PLIN5 PPI	Exocytosis inh
CCc1cc2c3c(c(=O)oc2cc1O)CCCC3	5	-4	-0.5	-3	92	1	1.3	-1	-10	2
O=C(NC(=S)N1CCN(C/C=C/c2ccccc2)CC1)c1ccc(Cl)nc1	-4	-3	0.6	0	103	14	-0.4	-4	9	3
CCOC(=O)Nc1cccc2ccccc12	-5	-21	-0.1	-1	102	0	1.8	0	-6	12
O=C(NCC1CCCO1)c1cccc(NC(=O)c2ccccc2)c1 (configuration not stated)	1	-14	0.3	2	98	-5	0.1	-15	3	-12
O=C(COC(=O)c1cc(S(=O)(=O)N2CCOCC2)ccc1F)NCc1ccco1	7	14	0.0	3	107	23	3.0	4	2	-9
O=C(NNS(=O)(=O)c1cccc(Cl)c1)c1cc(-c2ccc(F)cc2)nc2ccccc12	0	2	0.0	1	86	5	1.6	-2	-1	-27
O=C(COc1ccc(Cl)cc1)NCc1nnc(SCC(=O)NCCc2ccccc2)o1	-3	3	0.0	0	88	5	-1.1	11	3	1
CC(C)(C)NC(=O)COc1ccc(-c2ccccc2)cc1	-11	-2	0.1	-2	93	1	-2.2	8	2	0
O=C(CCn1c(=O)oc2ccccc21)N(Cc1ccccc1)c1ccccn1	8	5	0.0	2	94	5	0.2	2	4	-3
C=C[C@]1(C)C[C@H]1[C@H](NP(=O)(c1ccccc1)c1ccccc1)c1ccccc1	4	-13	0.2	1	103	1	1.8	-5	-4	5
CC(C)n1c(SCC(=O)Nc2ccc3c(c2)OCO3)nc2c1c(=O)n(C)c(=O)n2C	3	-7	0.5	2	101	-36	-0.4	-5	-11	0
CCC1(CC)NC(=O)N(CC(=O)NC(=O)NCc2ccccc2)C1=O	16	-1	0.0	1	98	0	-1.6	-6	-7	-12
Cc1ccc2c(=O)n3c(nc2c1)C(Cc1ccccc1)NC(=O)c1cccnc1-3 (configuration not stated)	-20	-3	2.1	-1	92	5	0.0	10	-4	0
O=C(Nc1ccccc1)C1=C[C@@H](c2ccccc2)C[C@@H](OCc2ccc(CO)cc2)O1	-3	-3	-0.1	-1	90	3	-0.9	-14	3	8
O=C(CCNC(=O)c1ccc(Cl)cc1)Nc1ccc(F)cc1F	4	-1	-0.4	-1	100	1	0.2	-6	2	-10
CCC1(CC)NC(=O)NC1=O	-4	-1	-0.1	-4	97	1	0.4	4	-2	-5
O=C(NCc1ccco1)C(=O)NCC1OCCN1S(=O)(=O)c1ccc(Cl)cc1 (configuration not stated)	·	9	-0.2	0	99	-3	-0.3	-7	1	2
O=C(CCC(=O)N(CC(=O)NC1CCCC1)Cc1cccs1)Nc1nccs1	-3	-8	0.1	3	99	13	-0.4	-2	-2	0
C[C@@H]1CN([C@@H](C)CO)C(=O)c2cc(NC(=O)C3CC3)ccc2O[C@@H]1CN(C)C(=O)NC1CCCCC1	0	-12	-0.2	0	94	6	-2.7	-13	5	-5
COc1cc2c(-c3ccc(O)cc3)nc3c(c(C)nn3-c3ccccc3)c2cc1OC	7	3	1.0	1	98	3	10*	8	3	3
CCc1ccccc1NC(=O)CN1CCN(C(=O)c2cc(C3CC3)nn2-c2ccccc2)CC1	-3	-4	0.3	0	96	9	1.0	-44	-6	6
O=[N+]([O-])c1ncn(Cc2ccccc2Cl)n1	-8	-3	0.1	-1	103	6	-1.7	3	-1	3
CN(CC1COc2ccccc2O1)C(=O)c1cccc(S(=O)(=O)N2CCCC2)c1 (configuration not stated)	-3	-1	0.2	1	94	-5	0.3	0	8	-3
Cc1c(C)c2ccc(OCC(=O)Nc3ccccn3)cc2oc1=O	-22	-1	1.4	-19	97	2	-2.7	16	4	-2
CC/C(=C\c1oc2cc3ccccc3cc2[n+]1CC)Nc1ccccc1	-8	-13	1.4	-5	108	7	2.7	2	-3	3
Nc1cccc2c1C(=O)N(CCOc1ccc(F)cc1)C2=O	-3	22*	0.0	-9	99	2	0.5	23*	0	-8
Cc1ccc(C(=O)NC(=S)NNC(=O)COc2ccccc2C)cc1	0	-18	0.2	4	99	4	-2.2	2	-7	-5
O=C(N[C@@H]1CCC(=O)N(CC[C@H](Oc2ccccc2)c2ccccc2)CC1)OCc1ccccc1	·	12	0.1	-5	96	13	-1.0	-14	7	7
